Mtb RmlCD inh – M. tuberculosis RmlC/RmlD inhibition; P9WH09+P9WH11; RmlC+RmlD coupled enzyme assay, percent inhibition; primary screen in compound mixtures; inhibition, % at 3.6 µM; hit rate 0.03% among 160,000; AID 1533; in the data active = inhibition mostly above about 34%, no sharp cut-off; also: some results filed as inactive read as strong as hits
Target sequence (P9WH09 whole entry, looked up): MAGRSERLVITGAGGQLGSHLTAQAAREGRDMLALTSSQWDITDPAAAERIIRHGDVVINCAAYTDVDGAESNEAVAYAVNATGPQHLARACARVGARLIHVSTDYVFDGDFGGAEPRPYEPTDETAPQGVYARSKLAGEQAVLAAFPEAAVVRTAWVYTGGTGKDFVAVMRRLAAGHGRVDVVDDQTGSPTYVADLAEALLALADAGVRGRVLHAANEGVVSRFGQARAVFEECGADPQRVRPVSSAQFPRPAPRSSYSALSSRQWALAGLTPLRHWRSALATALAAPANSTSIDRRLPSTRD
Target sequence (P9WH11 whole entry, looked up): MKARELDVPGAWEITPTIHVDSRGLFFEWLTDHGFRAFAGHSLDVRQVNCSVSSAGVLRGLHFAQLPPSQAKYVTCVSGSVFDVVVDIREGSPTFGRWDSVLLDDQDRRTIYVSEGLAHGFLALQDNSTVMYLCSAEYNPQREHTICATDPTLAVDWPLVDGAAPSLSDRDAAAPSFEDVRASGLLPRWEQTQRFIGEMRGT
GlmU inhibition – inhibition of mycobacterial GlmU enzyme – biochemical, glucosamine-1-phosphate acetyltransferase (AID 1376). M. tuberculosis GlmU acetyltransferase enzyme assay; higher % means a stronger effect. inhibition, %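 (tested at 30 µM in the primary screen)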, or IC50 in µM where a hit was titrated. hit rate 0.25% among 220,000; in the data active = inhibition above about 13%;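 also: 0% = complete reaction with vehicle and 100% = reaction without substrate; strong numbers were not always called active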
* marks the source's active call; other numbers are inactive results; . = no result given. This is a subset; rates above refer to the full screens.

SMILES | Mtb RmlCD inh | GlmU inhibition
O=c1c2sccc2nc(SCc2cc(=O)n3ccccc3n2)n1-c1ccc(Br)cc1 | -12 | 0.2%
O=C(Nc1ccccc1C(=O)Nc1nncs1)c1ccccc1 | -3 | 11%
CC1CC(C)(C)NC(=S)N1CCC(=O)NCc1ccc(Cl)cc1 (stereo unspecified) | 1 | 1.2%
Cc1cccn2c(=O)c3cc(C(=O)NCC4CCCO4)c(=N)n(Cc4cccnc4)c3nc12 (stereo unspecified) | -7 | -4.8%
COc1cc(Nc2ncnc(N)n2)cc(OC)c1 | 5 | 2.8%
O=C(NCc1n[nH]c(=S)n1Cc1ccccc1)c1ccc(Cl)cc1Cl | . | -0.2%
CCN1C(=O)CC(N2CCN(CC(=O)NC(C)C)CC2)C1=O (stereo unspecified) | . | 1.6%
O=[N+]([O-])C(=C1SCCS1)C(=C(Cl)Cl)N1CCCCC1 | -18 | -2.1%
COc1ccc(/C=C2\C(=O)NC(=O)N(Cc3ccccc3)C2=O)c(OC)c1OC | 11 | 4.0%
CS(=O)(=O)N(CC(=O)N1CCN(Cc2ccc3c(c2)OCO3)CC1)C1CCCCC1 | . | -1.9%
CC(C)[C@H](NC(=O)Nc1cccc(Br)c1)C(=O)O | . | -1.1%
COc1ccc(C(=O)NN2CCCCC2)cc1OC | -12 | 2.6%
COc1ccc(N2CCN(C(=O)CCCn3c(=S)[nH]c4cc5c(cc4c3=O)OCO5)CC2)cc1 | . | 5.0%
Cc1nn(-c2cccc(Cl)c2)c2nc(-c3ccco3)cc(C(=O)O)c12 | . | 11%
CC(C)C[C@H](NC(=O)c1nc[nH]c1C(=O)NC(c1ccccc1)c1ccccc1)C(=O)OC(C)(C)C | . | -5.5%
COc1ccc([N+](=O)[O-])cc1/C=N/NC(=O)c1nonc1N | 12 | -3.5%
COc1ccc(CCN2C(=O)CC(C(N)=O)SC2=Nc2ccccc2)cc1OC (stereo unspecified) | -6 | -1.3%
CSCC[C@H](NC(=O)OCc1ccccc1)C(=O)O | 11 | -4.1%
CCOc1ccc(C(=O)N/N=C/c2ccc(SC)cc2)cc1 | 11 | -7.0%
COCCn1nnnc1C(C(C)C)N1CCOCC1 (stereo unspecified) | 9 | 4.1%
C/C=C/c1ccc(OCCCNC(C)CC)c(OC)c1 (stereo unspecified) | . | -4.3%
Cc1ccc(S(=O)(=O)N[C@H](C(=O)OCC(=O)NC(=O)Nc2ccc3c(c2)OCCO3)C(C)C)cc1 | . | -4.4%
CCOc1cc(C2C(C#N)=C(N)Oc3n[nH]c(-c4ccccc4)c32)ccc1O (stereo unspecified) | 8 | 6.5%
Cc1cc2c(C)ccc(C)c2nc1SCC(=O)c1cccs1 | -1 | -0.5%
CC(=O)c1sc(NC(=O)COc2ccc(C)c(C)c2)nc1C | . | -2.1%
O=C(CN1CCN(Cc2ccccc2Cl)CC1)N/N=C/C=C/c1ccccc1[N+](=O)[O-] | 3 | -3.4%
COC(=O)c1ccccc1Sc1c(/C=N/OC(=O)c2ccccc2)c(C(F)(F)F)nn1C | . | -4.0%
COc1ccc(/C=C2\C(=O)NC(=O)N(CCC3=CCCCC3)C2=O)c(OC)c1 | 14 | -0.9%
C/C(=N/NC(=O)c1cnccn1)c1cccs1 | -2 | -1.5%
COc1ccc(NC(=O)CCCn2c(=O)c3sccc3n(Cc3ccccc3C)c2=O)cc1 | -4 | 4.4%
CN(c1ccccc1C(=O)N1CCOCC1)S(C)(=O)=O | -15 | 1.0%
O=C(O)c1nnn(-c2cccc(C(F)(F)F)c2)c1-c1ccccc1 | -11 | 1.4%
COc1ccccc1OCC(=O)N/N=C1/SCC(=O)N1Cc1ccccc1 | . | 4.2%
CCN(C(=O)c1cnc(OC)cc1C(F)(F)F)c1ccc(Cl)cc1Cl | 8 | -0.6%
Nc1ccc2oc(-c3cccc(Br)c3)nc2c1 | 85 | 4.2%
CCc1cc2cc(C(=O)Nc3ccc(C)cc3)sc2s1 | . | -0.4%
CCOc1ccc2oc(-c3ccccc3)c(C(=O)N(C)C)c2c1 | . | -1.6%
N#Cc1c(N)nc2c(c1-c1ccccc1)CCCC2 | 4 | -3.8%
C(=N\Nc1ccccc1)/c1nc2ccccc2s1 | 10 | -2.0%
CCN(CC)C(=O)CSCC(=O)Nc1ccccc1 | -8 | -0.9%
Cc1sc(NC(=O)/C=C/c2ccc3c(c2)OCO3)nc1-c1ccccc1 | 22 | -5.5%
CCOC(=O)c1c(NC(=O)CCC(=O)O)sc2c1CCCCC2 | . | 1.2%
CCOC(=O)c1ccc(NC(=O)c2c(NCc3ccccc3)[nH]c(=O)[nH]c2=O)cc1 | . | 3.8%
CN(c1ccc(C(=O)Nc2ccc3c(c2)OCO3)cc1)S(C)(=O)=O | -9 | -0.5%
COc1cccc(/C=C/C(=O)c2ccc(NS(=O)(=O)c3ccc(C)cc3)cc2)c1 | -3 | -5.8%
O=C(c1ccc2c(c1)OCO2)N1CCN(c2ccccc2F)CC1 | . | -1.5%
CCn1c(SCC(=O)c2ccc3c(c2)Cc2ccccc2-3)nnc1-c1ccc(N)cc1 | . | 3.7%
Cc1ccc(C2C(C#N)=C(N)Oc3n[nH]c(C)c32)cc1 (stereo unspecified) | 7 | -5.3%
Nc1nc2ccc([N+](=O)[O-])c(N)c2s1 | . | 9.6%
CN1CCCN(Cc2nc(-c3cccc(C(F)(F)F)c3)no2)CC1 | -12 | -3.6%
CC(C)(C)c1ccc(OCC(=O)N(c2ccccn2)C2CCCCC2)cc1 | . | 0.7%
CC1CCC(C(=O)NC(C(=O)N2CCC(N3CCCCC3)CC2)C(C)C)CC1 (stereo unspecified) | . | -5.3%
CCOc1ccc2nc(SCC(=O)N3CCCc4ccccc43)sc2c1 | . | 0.9%
CC(C)(C)OC(=O)N1CCC(C(=O)N[C@H](Cc2ccccc2)C(=O)O)CC1 | 4 | 4.8%
Oc1c(C=Nc2cccnc2)sc2ccccc12 | . | -1.3%
COc1ccccc1CNS(=O)(=O)c1ccc2[nH]cc(C(=O)O)c(=O)c2c1 | . | -4.0%
COc1ccccc1/C=N/NC(=O)c1[nH]c(C)c(C(=O)N/N=C/c2ccccc2OC)c1C | -4 | 1.3%
CNC(=O)c1cccnc1Nc1cccc(C(F)(F)F)c1 | 8 | -1.6%
O=C(Cc1cccs1)Nc1nc2c(s1)CCCC2 | 9 | 3.5%
CC12CCC(C(=O)NCCc3ccccc3)(OC1=O)C2(C)C (stereo unspecified) | 0 | 0.8%
Remaining list, next part
SMILES | Mtb RmlCD inh | GlmU inhibition
CCCC1/C(=N/O)CC(c2ccccc2)NC1c1ccccc1 (stereo unspecified) | 3 | -5.3%
Cc1ccccc1C(C(=O)NCc1ccccc1)N(Cc1ccco1)C(=O)c1ccccn1 (stereo unspecified) | 4 | -4.5%
C/C(=N/NC(=O)c1cccs1)c1ccc(NC(=O)COc2ccc(Cl)cc2)cc1 | 11 | 6.6%
COc1ccc(-n2c(C)c(C(C)=O)c3cc(OCC(N)=O)ccc32)cc1 | 4 | 2.0%
COC(=O)c1sccc1NC(=S)OC | -12 | -5.1%
CCNC(=O)C1CCCN1S(=O)(=O)c1ccc(C)cc1 (stereo unspecified) | . | 2.3%
Cc1cc(=O)oc(C)c1C(=O)NCc1ccco1 | . | 1.0%
CCOC(=O)C1(C)C=C(Nc2ccc(NC(C)=O)cc2)C(=O)N1c1ccc(NC(C)=O)cc1 (stereo unspecified) | -8 | 15%*
NC(=O)CCN1CCN(CCOC2Cc3cc(Cl)ccc3Sc3ccccc32)CC1 (stereo unspecified) | 3 | -9.4%
CC(C)Sc1nnc(OC(=O)N(C)C)n1-c1ccccc1 | -11 | 1.0%
COc1ccc(C2=NNC(c3cccs3)=Nc3ccc(OC)cc32)cc1 | . | -8.4%
c1ccc(Cn2ccnc2-c2ccco2)cc1 | -5 | .
CC(C)C(=O)NC(C)C(c1cccs1)N1CCN(c2ccccc2)CC1 (stereo unspecified) | . | -2.7%
Nc1nc(-c2cccc(F)c2)cs1 | 3 | 7.9%
CC(=O)Nc1cccc(NC(=O)Nc2ccc(C(C)=O)cc2)c1 | -9 | 0.1%
CC(C)(C)C(=O)Nc1cc(NC(=O)C(C)(C)C)cc(C(=O)Nc2cc(C(=O)O)cc(C(=O)O)c2)c1 | . | -0.2%
CCOC(=O)c1ccc(NC(=S)N(CCN2CCCCCC2)Cc2ccco2)cc1 | -3 | -8.0%
Cc1cccn2c(=O)c(/C=C(\C#N)C(=O)NC3CCS(=O)(=O)C3)c(N3CC(C)OC(C)C3)nc12 (stereo unspecified) | 0 | -1.3%
Cc1ccc(CC(=O)Nc2ncc([N+](=O)[O-])s2)cc1 | . | 6.2%
CC1CN(C(=O)COC(=O)c2ccc(N(C)C)cc2)CC(C)O1 (stereo unspecified) | . | -4.8%
O=C(Nc1ccccc1N1CCOCC1)c1ccc(S(=O)(=O)NCc2ccco2)cc1 | 3 | 7.6%
CCOC(=O)c1c(CN(C)C)n(-c2ccc(C)cc2)c2cc(Br)c(O)cc12 | 0 | -0.3%
Cc1c(-c2ccccc2)[n+](=O)c2c(n1[O-])CCCC2 | 5 | 2.6%
COC(=O)c1sc2nc(SCc3cccc(F)c3)n(N)c(=O)c2c1C | -14 | 4.2%
Cc1ccc(-c2nc(-c3cccnc3)sc2CC(=O)O)cc1 | 19 | -2.1%
Cc1cc(C)nc(N2CCCC(C(=O)Nc3nc4ccc(S(C)(=O)=O)cc4s3)C2)n1 (stereo unspecified) | 7 | 4.3%
O=C(c1cccc2c1-c1ccccc1/C2=N/O)N1CCCCC1 | . | 5.7%
NC1=NC[C@H](Cc2ccc(O)cc2)N1CCc1cccc(F)c1 | . | -4.8%
O=C(Cc1ccccc1)n1nc(-c2ccccc2)nc1NCc1ccco1 | 5 | -4.2%
Cc1ccc(S(=O)(=O)N2CCOC2CNC(=O)C(=O)NCCc2ccc(S(N)(=O)=O)cc2)cc1 (stereo unspecified) | 9 | 6.0%
Cc1ccc(C(C[N+](=O)[O-])n2nc(C)cc2C)cc1 (stereo unspecified) | . | -0.5%
Oc1c(CN2CCc3ccccc3C2)cc(Cl)c2cccnc12 | 6 | -10%
CN1CCN(C(=O)/C(=C\c2ccc3c(c2)OCO3)NC(=O)c2cccs2)CC1 | -11 | 1.4%
CCCNC(=O)c1ccc(CN2CCc3ccccc3C2)cc1 | . | -5.6%
CC1(c2ccc(Cl)cc2Cl)OCC(Cn2ccnc2)O1 (stereo unspecified) | . | 6.5%
COc1ccc(N2CC(C(=O)OC(C)C(=O)c3ccccc3)CC2=O)cc1 (stereo unspecified) | -12 | 0.3%
S=C1Nc2ccccc2Sc2ccccc21 | . | 5.3%
CCOC(=O)C(=CNCC(=O)OC)C(=O)OCC | 8 | 3.4%
CCOc1ccc(-n2c(Cc3cc(=O)[nH]c(=O)[nH]3)nnc2SCC(=O)NC2CCCC2)cc1 | -6 | 1.6%
O=C(NCc1ccccc1)C(=O)NCC1OCCN1S(=O)(=O)c1ccc([N+](=O)[O-])cc1 (stereo unspecified) | . | -4.1%

An excerpt of these results, as tab-separated lines:
Structure	Mtb RmlCD inh	GlmU inhibition
Cc1ccc(-c2nc(-c3cccnc3)sc2CC(=O)O)cc1	19	-2.1%
Cc1cc(C)nc(N2CCCC(C(=O)Nc3nc4ccc(S(C)(=O)=O)cc4s3)C2)n1 (stereo unspecified)	7	4.3%
O=C(c1cccc2c1-c1ccccc1/C2=N/O)N1CCCCC1	.	5.7%
NC1=NC[C@H](Cc2ccc(O)cc2)N1CCc1cccc(F)c1	.	-4.8%
O=C(Cc1ccccc1)n1nc(-c2ccccc2)nc1NCc1ccco1	5	-4.2%
Cc1ccc(S(=O)(=O)N2CCOC2CNC(=O)C(=O)NCCc2ccc(S(N)(=O)=O)cc2)cc1 (stereo unspecified)	9	6.0%
Cc1ccc(C(C[N+](=O)[O-])n2nc(C)cc2C)cc1 (stereo unspecified)	.	-0.5%
Oc1c(CN2CCc3ccccc3C2)cc(Cl)c2cccnc12	6	-10%
CN1CCN(C(=O)/C(=C\c2ccc3c(c2)OCO3)NC(=O)c2cccs2)CC1	-11	1.4%
CCCNC(=O)c1ccc(CN2CCc3ccccc3C2)cc1	.	-5.6%
CC1(c2ccc(Cl)cc2Cl)OCC(Cn2ccnc2)O1 (stereo unspecified)	.	6.5%
COc1ccc(N2CC(C(=O)OC(C)C(=O)c3ccccc3)CC2=O)cc1 (stereo unspecified)	-12	0.3%
S=C1Nc2ccccc2Sc2ccccc21	.	5.3%
CCOC(=O)C(=CNCC(=O)OC)C(=O)OCC	8	3.4%
CCOc1ccc(-n2c(Cc3cc(=O)[nH]c(=O)[nH]3)nnc2SCC(=O)NC2CCCC2)cc1	-6	1.6%
O=C(NCc1ccccc1)C(=O)NCC1OCCN1S(=O)(=O)c1ccc([N+](=O)[O-])cc1 (stereo unspecified)	.	-4.1%

(listing goes on)
SMILES | Mtb RmlCD inh | GlmU inhibition
Cc1ccc(NC(=S)N(Cc2cccs2)Cc2cc3cc(C)ccc3[nH]c2=O)cc1 | 16 | 3.5%
C=C(C)C(=O)Nc1cccc(C2=NOC3(C2)C[C@@H](C(N)=O)N(C(=O)/C=C/C=C/C)C3)c1 (stereo partly specified) | 3 | 5.3%
CN(C)/C=C/c1[nH]c(=O)[nH]c(=O)c1[N+](=O)[O-] | -7 | 0.2%
COc1ccc(N2CCC(CNC(=O)Nc3ccc(Cl)cc3)C2)cc1 (stereo unspecified) | -8 | -7.8%
CCC1(C(=O)OC)CCc2c(cc(OC)c3ccccc23)C1=O (stereo unspecified) | 4 | -3.9%
CCN(CC)c1nc(Nc2ccccc2)nc(Oc2ccc(=O)[nH]n2)n1 | 6 | 2.6%
CCOc1ccc(C(=O)N2CCN=C2SC)cc1OCC | . | 0.4%
O=C(c1cc(-c2ccco2)on1)N1CCN(C(c2ccccc2)c2ccccc2)CC1 | -11 | 2.2%
COc1ccc(OCC(=O)N/N=C/c2ccsc2)cc1 | -5 | 2.5%

Assay outcomes deposited in PubChem BioAssay by several laboratories.
